Source: PubChem BioAssay (several laboratories)
TWEAK-Fn14 inh: inhibitors of TWEAK-Fn14 interaction signaling; 360,000 tested, 2% active; inhibition, % at 10 µM; TWEAK-stimulated Fn14 reporter cells, luciferase luminescence, 8 h; in the data active means inhibition above about 50%
TLR9-MyD88 inh: blocks human TLR9 binding to MyD88; 340,000 tested, 0.21% active; inhibition, % at 4.98 µM; Q9NR96+Q99836; CHO BLA complementation TLR9-MyD88, CCF4 FRET ratio;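 active means inhibition above the mean over all tested compounds plus 3 SD, cut at about 21% in these data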;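 further: 0% = DMSO only wells and 100% = clavulanate BLA inhibitor control wells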
NOD2-RIPK2 inh: blocks binding of human NOD2 to RIPK2; CHO BLA complementation NOD2-RIPK2, CCF4 ratio; inhibition, % at 4.98 µM; 360,000 tested, 0.38% active; AID 624267; in the data active means inhibition above about 21%;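 further: 0% = vehicle only and 100% = reference blocker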
NCOA2 inhibitor: human SRC2 (NCOA2) inhibition | Q15596 | HEK293 GAL4-SRC2 luciferase reporter, luminescence | inhibition, % at 9 µM | 370,000 tested, 0.17% active | AID 651957;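 active means inhibition above the mean inhibition of all tested compounds plus 3 SD, set per campaign, cut at about 52% in these data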;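 further: 0% = DMSO treated cells and 100% = cells given Gossypol at 36 µM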
Target sequence (Q15596 whole entry, looked up, the tested form may be a part): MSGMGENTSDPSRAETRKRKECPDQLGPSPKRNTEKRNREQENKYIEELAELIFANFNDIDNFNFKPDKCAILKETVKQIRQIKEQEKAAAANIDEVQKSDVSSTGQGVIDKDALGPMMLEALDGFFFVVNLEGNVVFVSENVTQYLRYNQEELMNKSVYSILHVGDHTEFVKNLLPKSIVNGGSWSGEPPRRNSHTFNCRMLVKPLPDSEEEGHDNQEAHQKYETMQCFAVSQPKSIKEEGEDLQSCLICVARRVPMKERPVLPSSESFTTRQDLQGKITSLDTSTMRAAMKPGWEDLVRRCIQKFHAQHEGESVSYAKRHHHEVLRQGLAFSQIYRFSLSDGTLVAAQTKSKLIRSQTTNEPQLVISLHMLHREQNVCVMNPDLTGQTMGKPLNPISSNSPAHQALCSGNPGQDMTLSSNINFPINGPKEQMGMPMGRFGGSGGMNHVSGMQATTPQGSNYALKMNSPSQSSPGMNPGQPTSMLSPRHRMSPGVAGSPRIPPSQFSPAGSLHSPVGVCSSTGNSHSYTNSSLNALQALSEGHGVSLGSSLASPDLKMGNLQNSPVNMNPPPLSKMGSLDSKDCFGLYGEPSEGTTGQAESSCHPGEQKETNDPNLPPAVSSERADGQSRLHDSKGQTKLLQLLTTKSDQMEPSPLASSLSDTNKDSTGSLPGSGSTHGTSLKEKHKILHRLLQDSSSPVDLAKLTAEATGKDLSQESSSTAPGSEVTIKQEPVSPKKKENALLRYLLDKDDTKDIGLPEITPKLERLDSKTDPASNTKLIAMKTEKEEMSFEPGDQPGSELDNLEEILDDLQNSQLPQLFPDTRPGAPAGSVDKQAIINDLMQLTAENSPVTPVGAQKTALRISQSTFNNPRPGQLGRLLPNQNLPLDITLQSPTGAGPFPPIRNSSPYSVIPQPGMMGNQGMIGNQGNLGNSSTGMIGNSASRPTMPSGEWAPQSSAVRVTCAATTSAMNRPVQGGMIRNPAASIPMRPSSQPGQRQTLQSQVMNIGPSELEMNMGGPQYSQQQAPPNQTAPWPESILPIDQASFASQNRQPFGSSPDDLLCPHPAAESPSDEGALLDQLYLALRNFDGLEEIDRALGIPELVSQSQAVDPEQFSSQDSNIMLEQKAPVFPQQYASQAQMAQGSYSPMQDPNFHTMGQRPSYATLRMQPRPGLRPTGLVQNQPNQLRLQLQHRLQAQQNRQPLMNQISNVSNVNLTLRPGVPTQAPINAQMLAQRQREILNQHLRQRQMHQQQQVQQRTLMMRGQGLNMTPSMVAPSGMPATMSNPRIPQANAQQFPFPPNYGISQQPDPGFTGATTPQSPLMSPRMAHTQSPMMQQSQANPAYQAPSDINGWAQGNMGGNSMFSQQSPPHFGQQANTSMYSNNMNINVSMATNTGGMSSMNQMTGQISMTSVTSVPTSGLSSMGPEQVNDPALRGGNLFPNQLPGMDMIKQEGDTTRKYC
LMP1 NFkB inh: Epstein-Barr LMP1 NF-kappaB reporter inhibition. LMP1-induced NF-kappaB luciferase reporter cells, luminescence. inhibition, % at 12.5 µM. 350,000 tested, 0.69% active. AID 504558; in the data active means inhibition above about 41%;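 further: 0% = neutral control wells and 100% = reference inhibitor control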
NR5A2 inv ag: inverse agonists of human LRH-1 (NR5A2); AID 602396; 360,000 tested, 0.13% active; HEK293T StAR-luciferase reporter, LRH-1 transfected, 24 h; inhibition, % at 3.6 µM; O00482;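 active means inhibition above the mean inhibition of all tested compounds plus 3 SD, cut at about 73% in these data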;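 further: 0% = DMSO wells and 100% = reporter-only cells lacking LRH-1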
NCOA3 inh: inhibitors of human steroid receptor coactivator 3 (SRC3); Q9Y6Q9; HEK293 GAL4-SRC3 luciferase reporter, luminescence; inhibition, % at 3.6 µM; 360,000 tested, 0.17% active; AID 588352;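 active means inhibition above a per-campaign cutoff, the mean of all compounds plus 3 SD, cut at about 60% in these data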;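 further: 0% = DMSO-treated cells and 100% = gossypol-treated cells at 36 µM; higher means less SRC3-driven luciferase light from the GAL4 reporter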
NR2F2 inh: NR2F2 (human) inhibition, primary screen. P24468. HEK293T NGFI-A luciferase reporter, luminescence. inhibition, % at 8.6 µM. 370,000 tested, 0.7% active;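 active means inhibition above a per-plate cutoff, mean inhibition of test wells between control levels plus 3 SD, cut at about 38% in these data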;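 further: cells cotransfected with COUP-TFII expression vector driving the NGFI-A reporter; 0% = median of COUP-TF2 test wells and 100% = reporter-only cells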
SRC1 inh: inhibits human SRC1 coactivator; Q15788; HEK293 GAL4-SRC1 luciferase reporter, luminescence; inhibition, % at 3.6 µM; 360,000 tested, 0.12% active;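 active means inhibition above the campaign mean plus 3 SD, with each screening campaign given its own cutoff, cut at about 60% in these data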;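 further: 0% = DMSO treated cells and 100% = gossypol at 36 µM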
TRAIL sens C8: caspase-8 TRAIL sensitization. NB7+C8 cells + TRAIL, ATPlite viability luminescence. inhibition (viability loss, TRAIL sensitization), % at 10 µM. 360,000 tested, 1% active. AID 624354;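 active means compounds causing at least 50% loss of cell viability in the single-dose screen, relative to plate controls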
TROY NFkB inh: inhibitors of TROY-dependent NF-kB signaling; 360,000 tested, 0.98% active; Q293 LMP1-TROYcd NF-kB luciferase reporter, 4 h; inhibition, % at 10 µM;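 active means compounds whose plate-normalised and pattern-corrected inhibition of the luciferase reporter signal at the single screening dose is 50% or more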
The depositor's hits bear a star; / = not tested or not shown. Not all compounds are listed (hit frequency here may not be typical).

SMILES | TWEAK-Fn14 inh | TLR9-MyD88 inh | NOD2-RIPK2 inh | NCOA2 inhibitor | LMP1 NFkB inh | NR5A2 inv ag | NCOA3 inh | NR2F2 inh | SRC1 inh | TRAIL sens C8 | TROY NFkB inh
Cc1ccnc(N2CCC(C(=O)NNC(=O)c3ccccc3C)CC2)n1 | -6 | 4 | -16 | 9 | -17 | -32 | 21 | 0 | -11 | -10 | -5
COc1ccc(/C=N/OCC(=O)Nc2nc3ccccc3s2)cc1OC | -13 | -8 | 3 | -14 | -2 | -17 | -8 | 10 | -34 | 5 | -31
Cc1nnc(NC(=O)c2cc3n(n2)C(C(F)(F)F)CC(C2CC2)N3)s1 (stereo unspecified) | 29 | 10 | -8 | -14 | 2 | -11 | -4 | 0 | -35 | -4 | /
CCCC(=O)Nc1ccc(NC(=S)NC(=O)c2ccccc2[N+](=O)[O-])cc1 | 0 | -2 | 7 | 1 | -6 | 30 | 11 | 7 | -3 | -10 | 16
Cn1c(CO)cnc1SCc1ccc(F)cc1 | 17 | -11 | 6 | -55 | -5 | -23 | -9 | 6 | -11 | -8 | -4
O=c1c2nccnc2[nH]c(=S)n1Cc1ccccc1 | 2 | -5 | -9 | -24 | -2 | -2 | 6 | -42 | -4 | -21 | 29
CCc1ccc(C(=O)COC(=O)c2ccc(Cl)nc2)cc1 | -3 | / | 1 | -32 | -16 | -5 | -10 | -6 | -12 | 1 | -48
O=C(NCCOc1ccccc1Cl)C(=O)Nc1ccccc1 | -30 | -9 | 0 | 8 | 2 | -7 | -18 | -2 | -19 | 5 | -47
CCN(CC)C(=O)c1cc2c(=O)n3cccc(C)c3nc2n1C | -16 | -3 | -1 | -29 | 6 | -14 | 3 | -3 | -6 | -1 | -21
CC(C)C[C@H](NC(=O)N1CCn2c1nc1ccccc12)C(=O)NCc1ccc2c(c1)OCO2 | 6 | -7 | 10 | -28 | 7 | -4 | -46 | -4 | -6 | 1 | 8
C[C@@H]1CN([C@H](C)CO)C(=O)c2c(c3ccccc3n2C)-c2ccccc2CO[C@@H]1CN(C)C(=O)Nc1ccc2c(c1)OCO2 | 14 | 1 | -2 | -16 | -5 | -10 | -6 | -13 | -14 | 11 | -8
Cc1ccc(C)c(S(=O)(=O)N2CCCN(C)CC2)c1 | 18 | -4 | -6 | 13 | 1 | -15 | 21 | 5 | -1 | -1 | -7
COc1ccc(CCNC(=O)Nc2nnc([C@H]3C[C@H](O)[C@@H](CO)O3)s2)cc1OC | -9 | / | 8 | -2 | / | 4 | -5 | 6 | 1 | -4 | -4
CCCc1nc2ccc(C(=O)OC)cn2c1Cc1ccccc1C(F)(F)F | 9 | / | 1 | 0 | / | 30 | -15 | 10 | 9 | -1 | 1
Cn1c(C(=O)NCCC2=CCCCC2)cc2c(=O)n3ccccc3nc21 | -29 | 9 | -2 | -30 | -24 | -18 | -55 | -21 | -24 | 60* | -6
CCOc1ccc(S(=O)(=O)NCC(=O)N(C)Cc2cccnc2)cc1 | 1 | -1 | 6 | 19 | 3 | -5 | -15 | 1 | 9 | -1 | -19
CN(C)C(=O)c1noc2cc([N+](=O)[O-])ccc12 | 5 | -4 | -1 | 0 | -10 | -3 | 3 | -7 | -3 | 1 | 0
COCCCNC(=O)C(=O)C1C(=O)Nc2ccccc21 (stereo unspecified) | 4 | -4 | -13 | -8 | 1 | 29 | 10 | -11 | -6 | -7 | 0
COc1cccc(N2CCN(C(=O)CSc3ccc(F)cc3)CC2)c1 | 3 | 10 | -4 | -28 | -10 | -9 | -7 | -24 | 0 | 3 | -2
c1ccc(C[C@H]2CNCCN2CCCCC2CCCCC2)cc1 | 0 | -2 | 2 | -10 | 4 | 29 | -4 | -8 | 2 | 7 | -1
COc1cc(/C=C/c2nc3ccccc3c(=O)[nH]2)ccc1OC(F)F | 8 | 7 | -14 | -64 | -30 | -56 | -89 | -14 | -87 | 56* | -38
C[C@H](c1ccccc1)N1C[C@H](COCc2ccccc2)Oc2cc(N3CC[C@H](O)C3)ccc2S1(=O)=O | 6 | / | -8 | -3 | / | 5 | / | 4 | / | -1 | 19
Cc1cc(Br)ccc1NC(=O)CN(C)C(=O)Cn1c(=O)cnc2ccccc21 | -8 | -14 | -10 | -20 | -3 | 13 | -2 | 13 | -6 | -9 | -18
CCN1CCN(C(c2ccccc2)c2nnnn2CCc2ccc(OC)c(OC)c2)CC1 (stereo unspecified) | 1 | 3 | 8 | 25 | -9 | 5 | -4 | 7 | -19 | -22 | -2
CN(C)S(=O)(=O)c1ccc2c(c1)nc(CCC(=O)O)n2C | 6 | -1 | -5 | -37 | -6 | 4 | 8 | 3 | -1 | -1 | -2
Cc1ccccc1-c1cc2nc(NCCN3CCNC3=O)n(C)c(=O)c2s1 | -7 | / | -8 | -6 | / | -3 | -11 | -3 | -11 | -8 | -31
CCSc1nnc(NC(=O)c2cc(C)nc3ccccc23)s1 | -4 | -2 | -2 | -23 | 4 | -12 | 11 | -8 | 6 | -4 | 4
CC(=O)c1cccc(-c2cnc3c(NC=O)cc(-c4ccc(N5CCN(C)CC5)cc4)cn23)c1 | -17 | / | -5 | -47 | / | -21 | -46 | -46 | -32 | 7 | 30
CNC(=O)/C(C#N)=C\c1cc(C)n(-c2ccc(N3CCOCC3)cc2)c1C | 27 | 0 | 2 | -2 | 1 | 3 | 16 | 29 | 23 | 2 | 7
CC[C@H](C)[C@@H](CN[C@H](C)CNC)NCCC(c1ccccc1)c1ccccc1 | -19 | 2 | 13 | 13 | -53 | 8 | 12 | -23 | -23 | -43 | -3
O=C(NNC(=S)NC(=O)c1cccnc1)c1ccc(F)cc1 | 18 | -1 | 2 | 14 | 4 | -5 | 0 | 2 | 6 | 16 | 24
COc1cccc(-c2nc(CS(=O)(=O)CC(=O)Nc3cc(OC)ccc3OC)c(C)o2)c1 | -4 | 5 | 11 | 6 | 1 | 10 | 11 | 15 | -16 | -6 | -25
CC(=O)Nc1ccc(NC(=O)C(C)Oc2ccccc2F)cc1 (stereo unspecified) | 3 | 3 | -13 | -19 | -14 | 0 | 12 | -3 | -2 | -15 | 8
CCOC(=O)c1[nH]c(C)c(C(=O)NCc2ccccn2)c1C | 16 | 2 | 3 | -14 | -4 | -4 | 7 | -28 | -16 | -1 | -1
CCOc1ccc(C(=O)NC(=S)NC2CCCC2)cc1[N+](=O)[O-] | 2 | 3 | 1 | 6 | -7 | -8 | -16 | 0 | -13 | 4 | -3
Cc1c(C=O)c(=O)n(-c2ccccc2)n1-c1ccccc1 | -3 | -9 | -1 | -4 | 8 | -20 | 14 | -13 | 13 | -16 | 7

Some of the entries so far, with tabs.
SMILES	TWEAK-Fn14 inh	TLR9-MyD88 inh	NOD2-RIPK2 inh	NCOA2 inhibitor	LMP1 NFkB inh	NR5A2 inv ag	NCOA3 inh	NR2F2 inh	SRC1 inh	TRAIL sens C8	TROY NFkB inh
CC[C@H](C)[C@@H](CN[C@H](C)CNC)NCCC(c1ccccc1)c1ccccc1	-19	2	13	13	-53	8	12	-23	-23	-43	-3
O=C(NNC(=S)NC(=O)c1cccnc1)c1ccc(F)cc1	18	-1	2	14	4	-5	0	2	6	16	24
COc1cccc(-c2nc(CS(=O)(=O)CC(=O)Nc3cc(OC)ccc3OC)c(C)o2)c1	-4	5	11	6	1	10	11	15	-16	-6	-25

(further entries)
SMILES | TWEAK-Fn14 inh | TLR9-MyD88 inh | NOD2-RIPK2 inh | NCOA2 inhibitor | LMP1 NFkB inh | NR5A2 inv ag | NCOA3 inh | NR2F2 inh | SRC1 inh | TRAIL sens C8 | TROY NFkB inh
CC1CCCN(Cc2c(C(=O)N3CCc4ccccc4C3)nc3ccc(Cl)cn23)C1 (stereo unspecified) | 14 | 1 | -10 | -14 | -4 | 0 | 10 | 5 | -12 | 6 | -14
CCOc1ccc(NS(=O)(=O)c2ccc3[nH]cc(C(=O)NCC4CCCO4)c(=O)c3c2)cc1 (stereo unspecified) | 12 | -10 | 5 | 0 | -3 | 6 | 2 | 5 | -7 | -5 | -15
Cc1cc(C)nc(NC(=O)Cc2ccc(Cl)cc2)c1 | -18 | 4 | 4 | -13 | 8 | 0 | 2 | 13 | -5 | -2 | -3
CCn1cc(CN2CCC(n3nccc3NC(=O)CCCc3ccccc3)CC2)cn1 | -5 | 5 | -5 | -22 | 13 | 18 | -1 | 6 | -18 | -13 | 0
Cn1c(=Nc2ccccc2)sc2ccccc21 | -6 | 2 | -17 | -32 | -6 | -53 | -42 | -10 | -21 | -3 | -93
O=C(Nc1ccccc1Cl)c1ccc(S(=O)(=O)N2CCOCC2)cc1 | -18 | 2 | -4 | -14 | -8 | 14 | -11 | 5 | 3 | -13 | -3
O=C1NC(=O)/C(=C\c2ccc(N3CCOCC3)o2)N1 | -22 | -5 | 5 | -42 | -7 | -16 | 10 | -10 | -3 | 3 | 2
COc1ccc(CC(=O)Nc2nnc(C)s2)cc1 | 0 | -2 | 2 | -12 | 4 | -2 | 8 | 2 | -1 | -1 | 7
CCCCOc1ccc(-c2nnn(CC(=O)Nc3ncc(CC(=O)OCC)s3)n2)cc1 | 2 | 0 | -17 | -15 | -11 | -13 | 28 | 2 | 6 | 1 | 6
CCOC(=O)C1(CC2CCCCO2)CCN(C(=O)Nc2ccc3c(c2)OCO3)CC1 (stereo unspecified) | 1 | 3 | -10 | 1 | 4 | -9 | 11 | -19 | -2 | -2 | 0
CC(C)Cc1nnc(NC(=O)c2ccc(N3CCCC3=O)cc2)s1 | -12 | 0 | 2 | -11 | -3 | 14 | 5 | -11 | -12 | -7 | -30
COc1ccc(CNC(=O)CN2CCN(C(c3ccccc3)c3ccccc3)CC2)cc1 | 6 | 7 | 4 | 3 | -3 | 1 | 17 | -11 | 20 | -7 | 11
Cc1ccc2oc(-c3cccc(NC(=O)c4ccc(Br)o4)c3C)nc2c1 | -19 | -4 | 1 | -23 | -1 | -15 | -131 | -17 | -17 | 16 | 2
COc1ccccc1Oc1ccc(S(=O)(=O)NCc2ccccn2)cc1 | 2 | 14 | -6 | 20 | 16 | 12 | 7 | 19 | 3 | 3 | 30
CCCCOc1cccc(/C=N/NC(=O)c2csc(C)c2C)c1 | 20 | 13 | -7 | -24 | -4 | -55 | -7 | -15 | -37 | 7 | -36
COCC(=O)N(CCc1ccc(OC)c(OC)c1)Cc1nc2ccccc2c(=O)[nH]1 | -13 | -7 | -12 | -21 | -5 | 6 | 12 | 3 | -2 | 4 | 2
C=CCn1c(C(CC(C)C)CC(C)O)n[nH]c1=S (stereo unspecified) | -2 | 4 | -1 | 15 | 10 | -17 | 1 | -22 | -5 | -7 | -3
O=C(O)C1C2C=CC(C2)C1C(=O)Nc1cccc(Cl)c1 (stereo unspecified) | 25 | 1 | 4 | -9 | 3 | -11 | -2 | -3 | -4 | 5 | -3
O=C(COc1ccc(Br)cc1CNCCCN1CCOCC1)Nc1ccccc1 | -12 | 1 | 8 | 5 | -6 | 9 | 7 | -5 | 10 | 9 | -10
COc1ccccc1C(CNC(=O)c1ccc(OCc2c(C)noc2C)cc1)N1CCCC1 (stereo unspecified) | 0 | -11 | -2 | -19 | 38 | 12 | 14 | -3 | 8 | -2 | 0
CCOC(=O)c1oc2cc(O)cc(C)c2c(=O)c1-c1cscn1 | -8 | 0 | 0 | -11 | 8 | 12 | 1 | 6 | -9 | -8 | -8
